tim23-1 inh = inhibits growth of tim23-1 mutant yeast | inhibition, % at 20 µM | S. cerevisiae tim23-1 growth, BacTiter-Glo luminescence, 24 h | actives 1.3% (n = 330,000);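 active = growth inhibition of the mutant yeast at or above 50%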;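 note: temperature-sensitive mutant grown at 25 °C; plate controls were DMSO-treated mutant yeast for no effect and medium wells lacking yeast for full effect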
APJ antag = APJ receptor antagonism | CHO-K1 APJ beta-arrestin complementation, luminescence | actives 0.32% (n = 330,000) | AID 2521 | P35414 | inhibition, % at 20 µM;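 active = inhibition above about 40% at 20 µM, limit read from the data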;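 note: cells challenged with 10 nM apelin-13 agonist together with compound; plate controls were apelin-13 plus DMSO wells for no effect and DMSO wells lacking apelin-13 for full effect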
Target sequence (P35414 whole entry, looked up): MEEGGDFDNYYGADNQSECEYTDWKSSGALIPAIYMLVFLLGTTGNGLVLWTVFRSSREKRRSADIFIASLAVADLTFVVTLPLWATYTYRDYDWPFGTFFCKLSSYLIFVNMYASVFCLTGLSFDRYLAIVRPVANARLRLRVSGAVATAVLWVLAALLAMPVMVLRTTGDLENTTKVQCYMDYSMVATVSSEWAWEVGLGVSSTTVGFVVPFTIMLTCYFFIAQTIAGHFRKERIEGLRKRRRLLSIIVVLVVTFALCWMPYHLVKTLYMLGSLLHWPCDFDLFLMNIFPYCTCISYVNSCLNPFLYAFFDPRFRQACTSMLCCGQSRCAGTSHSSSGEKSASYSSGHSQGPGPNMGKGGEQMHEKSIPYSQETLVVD
GRIN3A LBD mod = modulates the human NR3A ligand-binding domain. NR3A LBD differential scanning fluorimetry, Tm shift; 0% = protein alone, 100% = glycine-bound protein. Tm shift relative to glycine control, % at 25 µM. actives 2.5% (n = 340,000). AID 1259313;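 active = melting temperature shift of at least 10% of the positive control shift, at one fixed dose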
MIN6 prolif = induces beta-cell replication in MIN6 cells; actives 0.29% (n = 330,000); MIN6 cells proliferation, ATPlite luminescence, 48 h; cells starved in 0.2% serum; 100% = growth in 10% serum; proliferation, % at 10 µM; AID 2380;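 active = compounds whose signal lies at least 3.5 SD above the mean of all wells on their plate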;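 note: 0% = DMSO-treated cells in low-serum medium and 100% = 10% serum control; some compounds called inactive have numbers as strong as hits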
APJ ag = APJ receptor agonism; P35414; CHO-K1 APJ PathHunter beta-arrestin, luminescence; 0% DMSO wells, 100% apelin; activation, % at 20 µM; actives 0.11% (n = 330,000);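 active = activation more than six SD over the plate average, tested at 20 µM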;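 note: 0% = DMSO alone and 100% = apelin-13 at 10 nM; some results filed as inactive read as strong as hits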
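Assay system – PathHunter CHO-K1 APJ (AGTRL-1) beta-arrestin reporter cells · Compound – one dose, 20 µM compound, 1% DMSO · Timing – compound 90 min 25 °C, reagent 1 h · Measured by – luminescence from split beta-galactosidase complementation, Galacton Star/Emerald II substrate · Measure – beta-arrestin recruitment to APJ as agonist activity, luminescent signal · Benchmarks – DMSO vs Apelin-13 10 nM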
tim10-1 inh = tim10-1 yeast growth inhibition. S. cerevisiae tim10-1 ts strain growth, BacTiter-Glo, 24 h. inhibition, % at 20 µM. actives 2.2% (n = 330,000);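 active = inhibition of at least 40%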;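 note: mutant grown at 25 °C; 0% = DMSO wells with yeast and 100% = wells holding no yeast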
TIM10 inh = TIM10 yeast growth inhibition; S. cerevisiae TIM10 strain growth, BacTiter-Glo luminescence, 24 h; inhibition, % at 10 µM; actives 1.4% (n = 330,000); AID 463195;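 active = inhibition of 40% or more at the single tested concentration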;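 note: wild-type TIM10 isogenic control strain grown at permissive 25 °C; 0% = DMSO yeast wells and 100% = minimal medium wells without yeast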
NLRP3 yeast inh = blocks the NALP3 inflammasome reconstituted in yeast. Yeast reconstituted NLRP3/ASC/caspase-1, beta-gal luminescence, 24 h. inhibition, % at 10 µM. actives 0.39% (n = 330,000). AID 2825;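 active = inhibition of 50% or more; inactive = inhibition below 50%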;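 note: plate controls were induced DMSO wells for no effect and uninduced yeast grown without galactose for full effect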
MPTP inh = permeability transition pore inhibition; isolated mouse mitochondria, Ca2+ swelling absorbance, 30 min; inhibition, % at 10 µM; actives 1.4% (n = 360,000); AID 602449;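 active = inhibition of 50% or more, scaled per plate between neutral and stimulator controls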;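 note: 0% = DMSO wells given calcium and 100% = 1 mM EGTA wells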
* = called active by the depositor.

SMILES	tim23-1 inh	APJ antag	GRIN3A LBD mod	MIN6 prolif	APJ ag	tim10-1 inh	TIM10 inh	NLRP3 yeast inh	MPTP inh
CCOc1ccc(-c2nc3c(s2)CCc2onc(-c4ccc(OC)cc4)c2-3)cc1	-7	13	0	-4	2	4	0	3	3.1
CCCCOC(=O)Nc1nnc(CC)s1	13	-3	-1	-2	2	3	14	33	1.0
CN(C)c1cccc(N(C)C)c1CNC(=O)C(C)(C)C	4	17	-1	0	1	4	5	13	-0.3
COc1ccc2cc(CCNC(=O)C(C)(C)C)c(=O)[nH]c2c1	8	-44	0	-2	-1	5	5	-3	0.5
CCC1CCCCN1C(=O)COc1ccc(N(C)S(=O)(=O)c2ccc(C)cc2)cc1 (stereo not given)	11	4	2	-4	10	2	-9	12	-0.4
CCCCc1ccc(NC(=S)N2CCCC2)cc1	41	14	2	-6	-2	24	-1	44	-0.1
Cc1ccc2oc(=O)c(/C=C(\O)c3ccco3)nc2c1	13	0	1	-2	2	-16	-30	38	0.5
NC(=O)c1ccc(NC(=O)CSc2cn(CC(=O)N3CCOCC3)c3ccccc23)cc1	-16	9	1	0	10	-6	4	5	0.4
CCCOc1ccccc1C(=O)N(Cc1ccc(C)o1)C1CCS(=O)(=O)C1 (stereo not given)	22	1	2	4	-3	23	1	7	0.2
NC(=O)c1ccccc1NC(=O)CCCCCn1nnc2ccccc2c1=O	10	-23	12*	1	-3	18	1	12	-0.8
CC(=O)c1c(C(C)=O)c(C)n(Cc2ccc3c(c2)OCO3)c1C	13	10	0	-3	-4	13	5	8	19
COC(=O)[C@]1(Cc2ccccc2)N[C@H](CN(C)S(=O)(=O)c2ccc(C(C)(C)C)cc2)[C@@H]2C(=O)N(C)C(=O)[C@@H]21	-3	-4	15*	1	-2	-1	-16	19	0.9
Cc1ccc(N(Cc2ccccc2)C(=O)CN2C(=O)NC3(CCCC3)C2=O)cc1	26	-10	2	-2	0	12	9	-2	-0.3
COc1ccccc1NC(=O)N1CCN(c2ccc3nncn3n2)CC1	11	17	-1	-4	-4	8	-13	6	-1.9
CC(C)C(=O)Nc1ccc(C(=O)NNC(=O)CCCOc2ccc(Cl)cc2Cl)cc1	-14	1	3	-3	-1	15	-18	7	0.1
CCOc1cc(C(=O)Nc2ccc(F)cc2)cc(Br)c1OC	19	14	-8	-4	0	19	8	2	67*
CCO[C@@H]1OC(C(=O)O)=C[C@H](c2ccc(C(F)(F)F)cc2)[C@H]1CCCO	-3	11	0	-4	4	-10	-3	8	0.2
O=C(NCCc1c[nH]c2ccccc12)c1cncc(Br)c1	5	11	-3	-2	-1	4	9	9	-1.4
COc1ccc(NC(=O)CSc2nc(-c3ccco3)nc3cc(=O)[nH]n23)cc1Cl	8	-6	0	-3	-6	-5	9	9	0.6
CCCN1C(=O)/C(=C/c2nc3ccccc3c(=O)[nH]2)c2ccccc21	52*	15	25*	0	1	51*	42*	11	-0.8
Cc1cc(OC(C)C)nc(-c2ccccc2O)n1	5	10	2	-4	-1	15	-21	5	3.0
Cc1ccc(S(=O)(=O)c2nc(Nc3ccccc3N3CCOCC3)sc2Cl)cc1	9	0	-5	-4	-4	16	13	-31	-2.2
CC(=O)Nc1ccc(S(=O)(=O)NCCC(=O)OCc2csc(CC(=O)Nc3ccccc3C)n2)cc1	15	2	-1	2	-4	21	-1	9	-0.7
Cc1onc2c(=O)n(-c3ccccc3)nc(-c3ccccc3)c12	34	-3	1	-2	2	0	11	14	1.0
CCOc1ccc(S(=O)(=O)NCc2ccc3c(c2)OCO3)cc1	22	13	-1	-2	1	-6	-21	20	-0.2
CCOC(=O)N1CCC(NC(=O)c2cc(C(=O)NCc3ccc(F)cc3)ccc2CO)CC1	3	-3	1	-1	-2	10	17	7	-1.7
O=C(Cn1ccc2cc(S(=O)(=O)N3CCCC3)ccc21)NCc1ccccc1	6	-1	-1	-2	4	-4	11	12	-2.2
COc1ccccc1-n1nnnc1SCc1cc2c(cc1Br)OCO2	19	2	-6	-1	-6	28	-1	21	-1.9
CCOC(=O)c1c(NC(=O)C2=C(C)NC(=S)NC2c2ccc(F)cc2F)sc(C)c1C (stereo not given)	18	-6	0	-6	-3	17	25	13	3.2
CC(CCc1ccccc1)NC(=O)C1CCC1 (stereo not given)	3	8	-1	0	-2	-2	12	4	-0.1
O=C(COc1ccccc1C(=O)O)Nc1cccc2ccccc12	-7	3	4	0	-2	-11	5	14	-0.6
Cc1cccnc1NC(=O)c1ccc(OCC2CCCO2)cc1 (stereo not given)	-9	-31	1	-3	-4	-13	-7	8	0.5
CS(=O)(=O)c1ccc(C(=O)N2CC(=O)Nc3ccccc32)cc1	5	12	-2	-1	1	-6	-2	9	0.5
O=C(Cc1coc2cc3c(cc12)CCC3)OCC(=O)N1CCCC1=O	16	-8	-1	-3	-1	-6	0	15	-1.1
O=C(CCN=C1NS(=O)(=O)c2ccccc21)Nc1ccc(Cl)cc1F	0	3	3	0	-4	7	0	11	-1.0
CCCCc1c(O)nc(SCC(=O)c2ccccc2)n(-c2ccccc2OC)c1=O	16	2	0	1	2	15	3	7	1.9
Cc1ccc(NC(=O)c2ccc(OCC3CCCO3)cc2)c(C)c1 (stereo not given)	8	7	-1	0	0	6	13	15	-1.0
COc1ccc(Cl)cc1Nc1nc(N)nc(C(F)(F)F)n1	17	6	-10	-4	-4	48*	26	15	0.0
COC(=O)[C@@H]1Cc2c([nH]c3ccccc23)C2CCC(=O)N21 (stereo not given in full)	15	-5	0	3	-1	14	3	10	0.5
O=c1oc(Nc2cccc(F)c2)nc2ccccc12	26	16	0	-2	-3	16	21	2	-3.6
C=CCN1C(=O)C(=O)N(CC(=O)NCC(=O)Nc2ccc(F)c(F)c2F)C1=O	-7	6	1	2	-3	-14	-8	-7	-0.4
CCOc1ccc(-c2[nH]nc3c2C(c2cccnc2)C(C#N)=C(N)O3)cc1 (stereo not given)	2	-2	-1	-2	-3	5	-7	18	-3.0
COc1cccc(CN2CCNC(=O)C2CC(=O)NCc2cn3ccccc3n2)c1OC (stereo not given)	6	5	-1	-2	-2	17	2	0	-1.0
O=C(COC(=O)c1cc(S(=O)(=O)N2CCOCC2)ccc1O)NCC1CCCO1 (stereo not given)	-4	13	1	0	-2	-3	-3	4	-0.5
Cc1ccc(NC(=O)COc2ncnc3cc([N+](=O)[O-])ccc23)cc1S(=O)(=O)N1CCOCC1	2	-47	-5	-3	-2	-6	-12	2	0.2
CC(C)Cn1c(N)c(C(=O)COC(=O)c2ccc([N+](=O)[O-])o2)c(=O)n(C)c1=O	29	-62	-5	-3	6	15	23	37	2.3
O=C(NC1CCCC1)c1cc2ccccc2o1	4	-2	-1	-2	-1	-5	-12	28	0.2
COCCCNC(=O)CCn1c(=O)c2ccccc2n(Cc2cccc([N+](=O)[O-])c2)c1=O	1	36	0	0	-2	-3	1	-5	0.4

Compounds shown so far with a tert-butyl group (3):
SMILES	tim23-1 inh	APJ antag	GRIN3A LBD mod	MIN6 prolif	APJ ag	tim10-1 inh	TIM10 inh	NLRP3 yeast inh	MPTP inh
CN(C)c1cccc(N(C)C)c1CNC(=O)C(C)(C)C	4	17	-1	0	1	4	5	13	-0.3
COc1ccc2cc(CCNC(=O)C(C)(C)C)c(=O)[nH]c2c1	8	-44	0	-2	-1	5	5	-3	0.5
COC(=O)[C@]1(Cc2ccccc2)N[C@H](CN(C)S(=O)(=O)c2ccc(C(C)(C)C)cc2)[C@@H]2C(=O)N(C)C(=O)[C@@H]21	-3	-4	15*	1	-2	-1	-16	19	0.9

Following part.
SMILES	tim23-1 inh	APJ antag	GRIN3A LBD mod	MIN6 prolif	APJ ag	tim10-1 inh	TIM10 inh	NLRP3 yeast inh	MPTP inh
CC(=O)c1ccc(N2CCN(C(=O)c3cccc(Oc4ccccc4)c3)CC2)cc1	17	-11	2	-3	-4	32	11	23	14
Cc1cccc(NC(=O)CCN2CC(C)CC(C)C2)c1 (stereo not given)	5	-19	-1	-1	3	-23	-8	19	0.4
N#Cc1nc(Cc2cccc3ccccc23)oc1NCCCn1ccnc1	19	-10	0	-5	-5	29	23	13	5.0
CNC(=O)Cn1nc(C)c(S(=O)(=O)N2CCOCC2)c1C	11	6	0	-3	-1	5	-7	7	-0.9
O=C(NC1CCN(S(=O)(=O)c2ccc(Cl)cc2)CC1)c1cccnc1	9	1	-2	1	1	-8	-13	21	-0.7
O=C(O)c1ccc(N/N=C/c2cn(Cc3ccccc3F)c3ccccc23)cc1	25	-37	-6	-2	8	-13	-10	16	8.0
CCOC(=O)C1=C(COC(=O)CCOc2ccc(OC)cc2)NC(=O)NC1C (stereo not given)	-6	5	0	-5	-2	-5	-14	11	-1.1
Cc1ccc(-c2csc(NCCc3nc4cc(Cl)c(Cl)cc4n3CCOCCO)n2)cc1	25	3	-2	-7	-6	33	17	17	-0.7
CC(C)NC(=O)N1CCC(n2nccc2NC(=O)CCOc2ccccc2)CC1	5	11	1	0	-4	1	9	22	0.7
O=C(c1ccc([N+](=O)[O-])o1)N1CCN(c2nc3c(Cl)cccc3s2)CC1	6	-22	-2	-6	32*	24	56*	39	-2.5
C/C(=N\NC(=O)c1ccc(CN2CCOCC2)cc1)c1cccc([N+](=O)[O-])c1	5	14	2	-1	-5	11	28	-11	2.4
O=S(=O)(NC1CCCCC1N1CCCCC1)c1ccccc1 (stereo not given)	-9	-1	0	-1	1	12	-17	3	0.2
O=C(CN(C(=O)c1ccc(Cl)cc1)N1C(=O)C2C3C=CC(C3)C2C1=O)c1cccs1 (stereo not given)	14	1	-1	-3	-2	28	16	-6	0.0
Cc1cc(C)cc(N(C(=O)c2nsc(Cl)c2Cl)C(C(=O)NC2CCCC2)c2ccc(O)cc2)c1 (stereo not given)	-7	5	-5	-6	-1	-3	13	1	13
Cn1c2ccccc2c2cc([N+](=O)[O-])ccc21	20	9	-3	4	-3	6	12	7	1.8
CC1(C)Cc2c(sc(NC(=O)C(C)(C)C)c2C#N)C(C)(C)N1	-6	-7	-1	2	1	3	-2	8	-5.4
COC(=O)[C@@H](NC(=O)c1ccccc1OC1CCN(S(C)(=O)=O)CC1)C(C)C	-12	-14	-6	2	-5	-12	5	1	-0.8
Cc1cc(NS(=O)(=O)c2ccc(NC(=O)/C=C/c3c(F)cccc3Cl)cc2)nc(C)n1	-1	15	-5	-3	-5	9	2	13	-2.2
O=C(CCS(=O)(=O)c1ccc(Cl)cc1)Nc1nc(-c2cccnc2)cs1	0	10	6	-6	-1	17	7	-10	-3.2
CCOC(=O)C1=C(C)NC(=O)CC1c1ccccc1OC (stereo not given)	10	-16	3	-2	-2	2	7	20	0.7
Cc1ccc(CSCCNC(=O)/C=C/c2ccccc2Cl)cc1	1	18	-22	-3	0	6	9	9	32
C/C(=N\NC(=O)COc1ccc(C)cc1Br)c1cc([N+](=O)[O-])cs1	17	-52	0	-4	1	-43	9	21	1.2
CC1COC(Cn2c3ccccc3c3ccccc32)O1 (stereo not given)	-2	0	1	-2	2	5	8	31	-0.4
COc1ccc(NC(=S)NC(NC(=O)/C=C/c2ccccc2)C(Cl)(Cl)Cl)cc1 (stereo not given)	-4	-11	5	-6	-1	8	3	4	96*
O=C(CN1CCC(O)(c2ccc3c(c2)OCO3)CC1)N1CCOCC1	7	-20	0	-1	-2	20	13	-2	0.3

Assay outcomes (PubChem BioAssay)
